ELG1 repair inh: inhibitors of ELG1-dependent DNA repair in HEK293T cells. Potency, µM (titrated, usually from 46.1 µM), for inactives: top-dose activity change, negative = inhibition, actives largely listed as inhibitors. AID 504467. HEK293T ELG1-luciferase reporter, luminescence, 16 h; DNA damage induced by 5-fluorouridine. 330,000 compounds, 2.3% hits; also: potency is read from the fitted curve at half-maximal effect; % is scaled to controls: 0 for no effect and ±100 for the full control effect; nearly all actives have a fitted effect of over 55% in size
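Quantitative HTS, concentration-response format. 2,000 cells/well co-treated with 5-fluorouridine and compound, 16 hr in 5% CO2 at 37 °C; ONE-Glo luminescence read after 30 min.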
KCNH2 3.1 block: KCNH2 3.1 (human) potassium channel inhibition. U2OS KCNH2 3.1, thallium flux FluxOr; stronger effect = lower value. AID 720553. 340,000 compounds, 0.95% hits. activity change, % (tested at about 1.8 µM);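 active = maximum activity change below -70%; inconclusive = maximum activity change from -70% to -50%; inactive = maximum activity change above -50%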;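 also: thallium influx rate constant from kinetic fluorescence after stimulation buffer; % is scaled to controls: 0 for no effect and ±100 for the full control effect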
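Thallium flux read-out: FluxOr dye with Red40 quencher in HBSS/HEPES, 45 min at RT. Rate constants from kinetic reads were normalized to positive and negative DMSO controls. Cells: U2OS virally expressing the 3.1 isoform.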
KCNH2 WT inh: blocks the wildtype human KCNH2 potassium channel. activity change, % at 1.84 µM. U2OS, BacMam KCNH2, thallium flux FluxOr; stronger effect = lower value. AID 720551. Q12809. 340,000 compounds, 0.37% hits;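 active = maximum activity change below -70%; inconclusive = maximum activity change between -70% and -50%; inactive = maximum activity change above -50%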; also: % is scaled to controls: 0 for no effect and ±100 for the full control effect
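U2OS cells were transduced with wild-type KCNH2 virus (2.03 x 10^8 / mL) for 4 h at room temperature, then cultured overnight at 37 C. Thallium flux was read with FluxOr dye. Rate constants were normalized to DMSO controls.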
Eya2 phos inh: inhibitors of human Eya2 phosphatase activity; recombinant Eya2, OMFP fluorescence dephosphorylation (OMFP is methylfluorescein phosphate); Potency, µM (titrated, usually from 76.9 µM), without a hit: at the top dose activity, negative = inhibition, usual class: inhibitors; O00167; AID 488837; 330,000 compounds, 0.006% hits; also: potency is read from the fitted curve at half-maximal effect; % is scaled to controls: 0 for no effect and ±100 for the full control effect
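Eya2 protein (added as 0.2 uM solution) was preincubated with compound for 10 min at ambient temperature in 50 mM HEPES pH 7.5, 50 mM NaCl, 5 uM MgCl2, 0.05% BSA, 1 mM DTT. OMFP (added at 50 uM) then reacted 10 min; fluorescence read at 485/525 nm.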
USP2a block: blocks human ubiquitin-specific protease USP2a. O75604. USP2 core, Ub-CHOP2 coupled fluorogenic reporter, 485/531. Potency, µM (titrated, usually from 38.3 µM), for inactives: at the top dose activity change, negative = inhibition, most hits filed as inhibitors. 330,000 compounds, 0.01% hits. AID 463254;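 also: potency is read from the fitted curve at half-maximal effect; plate controls were DMSO wells for no effect and full inhibition by NEM control for full effect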
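Deubiquitinase activity read as fluorescence (485/531 nm) after Ub-CHOP2 cleavage activates the enterokinase reporter on its substrate; USP2 core 10nM, Ub-CHOP2 and substrate 25nM each, 30min compound preincubation then 60min RT; data normalized to NEM, curves fitted.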
TSHR antagonist: human thyrotropin receptor antagonism; activity change, negative = inhibition, % at 11.5 µM; P16473; 330,000 compounds, 0.2% hits; AID 504810; TSHR-expressing cells, TSH-stimulated cAMP HTRF, 2 h; stronger effect = lower value;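 active = activity change below a set negative limit, meaning inhibition stronger than a set level, cut at about -70% in these data; inconclusive = activity change between two set negative limits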; also: % is scaled to controls: 0 for no effect and ±100 for the full control effect
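TSHR-expressing cells, 200/well, pre-treated with compound, then stimulated with EC80 TSH (4nM final) for 2 hours at 37 deg C. cAMP measured by competitive HTRF: anti-cAMP cryptate antibody in lysis buffer plus cAMP-d2, read after 30 minutes at room temperature.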
TCR act: activators of T cell receptors. primary human leukocytes, anti-CD3, IL-2 HTRF, 48 h. Potency, µM (doses to about 9.22 µM), for inactives: at the highest dose activation of IL-2 secretion, usual class: activators. 330,000 tested, under 10 active; also: % of control where 0% means no effect
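Using a-CD3 beads without co-stimulation, primary human leukocytes were exposed to compounds for 48 hr. An HTRF IL-2 kit measured the cytokine, with europium-to-d2 energy transfer producing emission at 665nm upon 320nm excitation.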
TRPV1 agonist: activates the human vanilloid receptor TRPV1 | AID 540275 | activation, % at 8.33 µM | 320,000 compounds, 0.19% hits | Q8NER1 | TRPV1-expressing cells, Fluo-8 calcium influx, agonist mode; in the data active = activation above about 80%; inconclusive = between about 30% and that limit; also: 0% is about no effect
Target sequence (Q8NER1 whole entry, looked up): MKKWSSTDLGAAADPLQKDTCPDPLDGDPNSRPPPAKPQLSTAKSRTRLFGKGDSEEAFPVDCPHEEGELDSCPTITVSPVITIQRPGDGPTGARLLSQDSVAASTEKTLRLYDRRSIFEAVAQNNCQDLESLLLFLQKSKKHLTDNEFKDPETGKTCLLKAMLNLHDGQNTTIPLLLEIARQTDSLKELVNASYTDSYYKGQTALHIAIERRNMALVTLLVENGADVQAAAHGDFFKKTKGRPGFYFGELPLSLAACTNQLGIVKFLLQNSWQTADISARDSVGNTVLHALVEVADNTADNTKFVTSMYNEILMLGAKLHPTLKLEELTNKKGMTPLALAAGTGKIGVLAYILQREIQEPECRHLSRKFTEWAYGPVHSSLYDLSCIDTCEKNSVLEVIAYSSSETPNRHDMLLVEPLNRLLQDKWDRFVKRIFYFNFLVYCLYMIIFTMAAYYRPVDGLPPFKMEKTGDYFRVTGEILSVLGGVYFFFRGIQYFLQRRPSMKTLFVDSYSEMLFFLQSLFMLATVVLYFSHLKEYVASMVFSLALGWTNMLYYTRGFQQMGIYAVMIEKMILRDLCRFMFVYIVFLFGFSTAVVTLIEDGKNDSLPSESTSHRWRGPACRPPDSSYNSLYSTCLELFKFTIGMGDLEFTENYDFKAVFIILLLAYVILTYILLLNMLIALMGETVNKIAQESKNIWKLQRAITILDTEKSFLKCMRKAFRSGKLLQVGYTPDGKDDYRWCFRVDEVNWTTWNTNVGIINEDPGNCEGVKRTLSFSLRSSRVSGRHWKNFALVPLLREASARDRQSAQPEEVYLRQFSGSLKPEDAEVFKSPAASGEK
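TRPV1-expressing cells were cultured overnight at 35.5C and loaded with Fluo-8 calcium dye for 40 to 90 min at room temperature. After a 10 s baseline, compound was added and calcium influx was read kinetically for 3 min (ex 480/em 520 nm).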
AT treatment: potential ataxia-telangiectasia treatment; Potency, µM (titrated, usually from 57.5 µM), for inactives: at the highest dose activation, actives largely listed as activators; 320,000 compounds, 0.19% hits; […] A-T fibroblasts, KAP-1 phosphorylation AlphaLISA; neocarzinostatin DNA damage 30 min before lysis; also: potency is read from the fitted curve at half-maximal effect; % of control where 0% means no effect; nearly all actives have a fitted effect of over 45% in size
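hTERT-immortalized A-T patient fibroblasts ([…]), 500 cells/well in OPTI-MEM, 1% FBS, got compounds for 60 min, then NCS for 30 min at 37C. Lysates were then assayed for phospho-KAP-1 by AlphaLISA (anti-pKAP1 donor, anti-KAP1 acceptor beads), 6 hr at 25C.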
Mito fusion yeast: mitochondrial division inhibition or fusion activation | S. cerevisiae fusion-defective mutant growth rescue, CellTiterGlo 48 h | Potency, µM (series often up to 46.1 µM), without a hit: top-dose growth rescue (activation), hits mostly activators | 320,000 compounds, 0.23% hits | AID 485298;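 also: potency is read from the fitted curve at half-maximal effect; % of control where 0% means no effect; nearly all actives have a fitted effect of over 45% in size; temperature-sensitive fusion mutants such as fzo1-1 at 37 °C on non-fermentable ethanol glycerol medium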
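Compounds are tested for their ability to restore growth of mitochondrial fusion-defective yeast strains at non-permissive 37C in YPEG medium over 48 hours. Viability is quantified by luciferase luminescence.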
* hit, by the source's call; ? = inconclusive; . = no result given; [ ] = dose if it differs, or a comment. Unless noted, calls follow the shape of the dose curve; as a rule, active = well fitted curve in the direction sought with a large enough effect; inconclusive = small, poorly fitted or top-dose-only effect, or another doubt; inactive = no such curve, though single readings can be large; an effect the other way counts as inactive or inconclusive.

SMILES	ELG1 repair inh	KCNH2 3.1 block	KCNH2 WT inh	Eya2 phos inh	USP2a block	TSHR antagonist	TCR act	TRPV1 agonist	AT treatment	Mito fusion yeast
COc1cc(S(=O)(=O)NC2CCCC2)c(OC)cc1C	0%	2	62	7%	1%	36	1%	9	3%	4%
COc1ccc(C(=O)Nc2nccs2)cc1	?	2	7	14%	3%	-1	.	1	11%	-6%
CC(CC(=O)Nc1ccc(S(=O)(=O)Nc2ncccn2)cc1)c1ccccc1 (configuration not stated)	-21%	3	-2	-12%	0%	2	-2%	0	2%	-1%
Cc1ccc(C(=O)NC(=S)NNS(=O)(=O)c2ccccc2)cc1	6%	2	2	-1%	1%	-3	4%	2	3%	-8%
CCOC(=O)c1c(C)[nH]c(C)c1C(=O)COC(=O)c1sccc1C	-25%	-2	13	-3%	-2%	2	-2%	7	21%	7%
NC(=O)CSc1nc2cc(Cl)ccc2c(=O)n1C1CCCCC1	-6%	-12	3	2%	-1%	-22	-1%	11	6%	32%
Cc1n[nH]c(=S)n1Cc1ccccc1	21%	-18	-11	-1%	1%	14	7%	1	5%	-4%
COc1cc(NC(=O)c2ccc3c(c2)OCO3)ccc1NC(=O)c1ccco1	-24%	-18	-6	-11%	0%	-6	-1%[46.1 µM]	-2	-1%	-3%
CC(OC(=O)CN1C(=O)c2ccccc2C1=O)C(=O)NC1(C#N)CCCCC1 (configuration not stated)	3%	-19	-10	16%	5%	15	6%	4	13%	-9%
COc1cccc(N(Cc2nnc3n2CCCCC3)C(=O)Nc2ccccc2F)c1	4%	1	-16	4%	-1%	5	-22%	-6	-1%	-2%
CNC(=O)c1cc2cccc(OC)c2oc1=O	5%	6	-12	12%	2%	-11	6%[46.1 µM]	2	0%	-1%
Cc1cccc(-n2c(SCC(N)=O)nnc2-c2ccccn2)c1C	-2%	-11	-6	20%	3%	-2	1%	-1	-3%	-2%
CC1(C)C(=O)OC(c2cccn2-c2cccc([N+](=O)[O-])c2)C2(CCCCC2)C1=O (configuration not stated)	0%	.	.	-3%	1%	-13	-7%[46.1 µM]	16	-3%	-13%
Cc1cc(N2C(=O)C3C4C=CC(C4)C3C2=O)no1 (configuration not stated)	1%	-9	-3	3%	0%	-3	6%	24	4%	-1%
CC(=O)CCCCn1cnc2c1c(=O)n(C)c(=O)n2C	.	.	.	1%	7%	21	.	-2	.	-3%
CCn1cc(CN2CCc3c([nH]c4ccccc34)C2c2cccc(OC)c2OC)c(C)n1 (configuration not stated)	?	0	0	-7%	-1%	14	-4%	19	-1%	-6%
Cc1nc2ccccc2c(=O)n1/N=C/c1ccco1	21%	7	2	-3%	1%	10	-8%	7	6%	-13%
NS(=O)(=O)c1ccc(NC(=O)c2cccc(Cl)c2)cc1	9%	-6	-3	7%	-1%	6	-3%	17	0%	1%
CCOc1ccc(N2CC(NC(=O)c3cccc4ccccc34)CC2=O)cc1 (configuration not stated)	0%	-8	8	7%	1%	3	-3%	22	-2%	2%
O=C(CC(CC(=O)c1ccccc1)c1ccccc1)c1ccccc1	8%	6	1	1%	-3%	-3	9%	27	1%	2%
NC(=O)NC(=O)C(c1ccccc1)N1CCN(S(=O)(=O)c2ccc(Br)s2)CC1 (configuration not stated)	?	5	12	-24%	-6%	32	.	-4	9%	0%
CCCC(=O)C1CCN(Cc2ccccc2)CC1	0%	15	12	-6%	0%	-7	1%	-4	.	-5%
CCOc1ccc(N2C(=O)/C(=C/c3cccs3)N(C)C2=S)cc1	-2%	-4	1	8%	2%	7	0%[46.1 µM]	10	-5%	-2%
Oc1cccc(/C=N/c2c(-c3ccco3)nc3ccccn23)c1	?	5	-13	9%	3%	14	4%	0	.	-6%
CC(C)CCC(CCNCc1ccccn1)c1ccc(Cl)cc1 (configuration not stated)	-27%	-91*	-33	-11%	-9%	7	0%	22	29%	-48%[inhibitor]
(list continues)
SMILES	ELG1 repair inh	KCNH2 3.1 block	KCNH2 WT inh	Eya2 phos inh	USP2a block	TSHR antagonist	TCR act	TRPV1 agonist	AT treatment	Mito fusion yeast
CCCCN1C(=N)N([C@@H](CCC)CN2CCC[C@H]2CN2C(N)=NC[C@H]2CC(C)C)C[C@H]1Cc1ccccc1	-1%	-1	5	2%	1%	0	-22%	.	3%	.
Cc1cc(N2CCCCC2)nc(SCC(=O)c2ccccc2)n1	?	5	2	0%	5%	-18	.	11	11%	7%
O=C(CCOc1ccccc1)Nc1ccnn1C1CCN(CCc2ccccc2)CC1	7%	-30	11	-3%	1%	10	13%	2	5%	-17%
Cc1cccc([C@H]2[C@@H]3C=CCC[C@@H]3C(=O)N2Cc2ccccc2)c1	-2%	-2	6	-15%	-7%	3	-8%[46.1 µM]	.	10%	.
COc1cccc(-n2c(SCc3c(C)noc3C)nnc2-c2cccc(S(=O)(=O)N(C)C)c2)c1	?	-10	1	0%	0%	-9	3%	9	0%	2%
O=C(NCc1cccs1)C1CC(=O)N(Cc2ccccc2)C1 (configuration not stated)	14%	-2	-4	3%	-4%	8	-2%[46.1 µM]	.	6%	.
Cc1ccc(CSCc2ccc(C(=O)NCCCN3CCOCC3)o2)cc1	0%	5	-7	4%	0%	-5	-5%	4	-1%	3%
CC(C)C(NC(=O)/C=C/c1cccc([N+](=O)[O-])c1)C(C)C	-2%	10	-3	-26%	-1%	-1	6%[46.1 µM]	2	2%	8%
Cc1nc2c3ccccc3nc(SCC(=O)c3ccc(Cl)cc3)n2n1	-20%	-1	-9	-5%	2%	-2	4%[46.1 µM]	2	-1%	0%
Cc1ccccc1NC(=S)NC(NC(=O)c1ccco1)C(Cl)(Cl)Cl (configuration not stated)	0%	1	35	14%	2%	33	3%[46.1 µM]	3	8%	0%
O=C(CC1C(=O)NCCN1Cc1c(F)cccc1Cl)NCc1ccccc1 (configuration not stated)	-6%	12	5	-5%	2%	-21	-6%	12	7%	11%
CCOC(=O)c1cccc(NC(=O)CN2CCN(c3ccc(OC)cc3)CC2)c1	?	-3	-3	-9%	1%	0	-2%	11	1%	0%
CCNC(=O)c1ccc2c(c1)C1C3CCC(C3)C1C(c1ccccc1)N2 (configuration not stated)	-18%	-11	-5	2%	0%	-16	-7%[46.1 µM]	?	0%	?
CC(=O)N1CCN(c2ccccc2NC(=O)Cc2ccc(Cl)cc2)CC1	?	-3	6	0%	-7%	-4	7%	-4	-1%	2%
Cc1ccc2[nH]cc(C(=O)CCl)c2c1	?	6	2	-1%	-1%	15	-2%[46.1 µM]	-3	.	?
CC(C)(C)C(=O)CSc1ncccn1	-12%	-14	-3	-28%	4%	-3	1%	1	4%	-1%
c1ccc(CCNc2nc(-c3ccncc3)cs2)cc1	?	-4	-3	-3%	-1%	3	.	5	15%	-7%
Cc1ccc(NC(=O)c2ccccc2N2C(=O)C3C4C=CC(C5CC45)C3C2=O)cc1C (configuration not stated)	2%	-13	-12	4%	2%	12	-1%	8	-1%	5%
O=C(Nc1ccc(Cl)c(Cl)c1)Nc1nc(-c2ccccc2)cs1	-21%	5	3	5%	2%	-12	0%[46.1 µM]	4	-3%	-5%
COc1cc(NC(=O)c2cccs2)cc(OC)c1	?	19	6	-12%	1%	8	0%	?	-1%	0%
O=C(CSc1nc2c(cnn2-c2ccc(F)cc2)c(=O)[nH]1)N1CCCc2ccccc21	-13%	1	4	-36%	1%	-19	5%	-3	-4%	7%
Cc1cc(C(=O)N2CCC(C(=O)O)CC2)c(C)o1	-1%	0	-1	11%	4%	4	12%	-1	0%	2%
O=C(Nc1ccc2nc(C3CC3)n(Cc3ccc(F)cc3)c(=O)c2c1)c1ccco1	?	-2	-2	-3%	-1%	-4	8%	16	10%	24%
N#Cc1ccccc1OCC(=O)NNC(=O)CCNC(=O)c1ccccc1	?	-5	-12	7%	-1%	.	-1%	.	21%	.
Cc1ccc2[nH]c(=O)c(CN(Cc3nnnn3C3CCCC3)C3CCCCC3)cc2c1	11%	24	-2	-14%	0%	8	8%	11	-4%	-1%
O=[N+]([O-])c1ccc(S(=O)(=O)Nc2ncccn2)cc1	13%	-1	4	?	2%	19	5%	9	-6%	11%
CC1CN(C(=O)CCC(=O)NCc2cccnc2)c2ccccc2O1 (configuration not stated)	14%	27	-2	-11%	0%	14	9%	9	11%	-2%
Cc1ccc2c(c1)CCCN2C(=O)c1ccncc1	-19%	2	13	-2%	1%	13	7%[46.1 µM]	0	.	-1%
COc1ccc(C2=NN(C(=O)c3cccs3)C(O)(C(F)(F)F)C2)cc1 (configuration not stated)	?	14	-3	-3%	-2%	28	-2%	27	2%	0%
Cc1cccc(C2c3[nH]c4ccccc4c3CCN2Cc2cnn(-c3ccc(F)cc3)c2)n1 (configuration not stated)	?	?	10	-3%	1%	3	3%	0	-2%[11.5 µM]	-1%

From PubChem

Only part of the results is shown; count on the stated rates, not on these rows.
